ERK EGF inh – qHTS Assay for Inhibitors of the ERK Signaling Pathway using a Homogeneous Screening Assay; Stimulation with EGF | HEK293-V1b, EGF-stimulated phospho-ERK AlphaScreen | Potency, µM (highest dose often 11.5 µM), for the others: top-dose activity change, negative = inhibition, hits mostly inhibitors | 0.41% of 130,000 active | AID 1454, 2008; active = well fitted inhibition curve with a large enough effect; inconclusive = small, poorly fitted or top-dose-only effect, or effect the other way;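 also: plate controls were stimulated vehicle wells for no effect and unstimulated vehicle basal for full effect; nearly all actives have a fitted effect of over 55% in size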
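In this qHTS, HEK293 cells with stable type-1 vasopressin (V1b) receptor were exposed to compound at 37C for 30 min, stimulated 5 min with EGF at 25 nM, lysed, and probed for phospho-ERK by AlphaScreen.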
The depositor's hits bear a star; ? = inconclusive; [ ] = remark or other dose. Potency is read from the fitted curve at half-maximal effect. An excerpt (hit frequency here may not be typical).

ERK EGF inh,smiles
-2.8%[57.5 µM],CCOc1ccc(CCN2C(=O)C(=O)N([C@H](CCCN(C)Cc3ccccc3)CNCc3ccccc3)C[C@@H]2C(C)C)cc1
3.0%,O=C(C1CCN(S(=O)(=O)N2CCCCC2)CC1)N1CCCCC1
-0.3%,Cc1cc(C)nc(N/N=C/c2ccc(N3CCOCC3)cc2)n1
-15.3%,C/C(CC(=O)c1ccccc1)=N\NC(=O)CC#N
-2.8%,Cc1cc(C)c2c(=O)[nH]c(SCC(=O)N3CCOCC3)nc2n1
-8.6%,Oc1ccccc1CNCc1ccccc1
-1.8%[57.5 µM],Cc1nc(N)ncc1Sc1ccccc1
7.8%,CC(NC(=O)CSc1nnc(-c2cc3cc(Cl)ccc3o2)n1C)c1ccccc1 (configuration not stated)
?,CC(C)N(CCC(=O)c1ccc2ccccc2c1)Cc1ccccc1
0.5%,N/C(Cc1ccc([N+](=O)[O-])cc1)=N\OC(=O)C1CCCCC1
-0.8%,CC(C)=NNc1nc2sc3c(c2c(=O)[nH]1)CC(C)(C)OC3
-15.2%[57.5 µM],COc1ccc2oc(C(=O)OC/C(O)=C(\C#N)c3nc4ccccc4[nH]3)c(C)c2c1
4.0%,OCCNCc1cc(Br)ccc1OCc1ccccc1
?,COc1ccc(CCNc2nc(-c3ccccn3)cs2)cc1OC
-10.6%,COc1cc(OC)c(C(C)=O)c(O)c1C
0.5%,O=c1c2cc(NC(=S)N3CCCC3)ccc2nc2n1CCCCC2
-5.2%[57.5 µM],O=C1COc2ccc(C(=O)COC(=O)/C=C/c3cccc(F)c3)cc2N1
-5.5%,O=C(Nc1ccccc1Br)c1ccc(OC(=S)N2CCOCC2)cc1
-9.6%[57.5 µM],CCN1C/C(=C/c2sccc2C)c2nc3ccccc3c(C(=O)O)c2C1
-3.5%,CCOc1ccc(CCNC(=O)CCC(=O)Nc2ccc3nc(N4CCN(C)CC4)cc(C)c3c2)cc1OCC
2.3%,O=C(Nc1ccc(NC(=O)c2cccs2)cc1Cl)c1ccco1
-9.5%,O=c1c(C/C=C/c2ccccc2)c(O)ccn1CCc1c[nH]c2ccccc12
-11.0%,CCN(/N=C/c1cccs1)c1cc(=O)n(C)c(=O)[nH]1
-6.0%,CC1(C)C(=O)C(c2ccccc2)=C2CN3C(=O)N(CCc4ccccc4)C(=O)C3(Cc3ccc(F)cc3)C=C21 (configuration not stated)
50.8%,CC(C)N(C(=O)COC(=O)CNS(=O)(=O)c1ccccc1F)c1ccccc1
-5.3%,O=C(c1ccc(OC2CCN(C(=O)c3cccnc3)CC2)cc1)N1CCCCCC1
-3.8%,O=c1cc(CNc2ccc(Br)cc2)nc2sccn12
-1.2%,O=C(NCc1ccccc1)c1ccco1
-4.2%[57.5 µM],Cc1nc(-c2c(C(=O)NNC(=O)Nc3c(C)cccc3C)noc2C)cs1
-7.6%,CN(CCCNC(=O)c1cn(C)c2ccc(S(=O)(=O)N(C)C)cc2c1=O)c1ccccc1
0.3%,COC(=O)/C=C1/N/C(=N\c2nc(C)cc(C)n2)N(c2ccc(Cl)cc2)C1=O
-1.1%,Cc1cc(C)c(S(=O)(=O)CCC(C)C)c(=O)[nH]1
7.2%[57.5 µM],Cn1c2ccccc2c2cnn(CC(=O)N3CCCCC3)c(=O)c21
-8.7%[57.5 µM],CCOC(=O)C1=NN(c2ccc(Cl)cc2)/C(=C/C2=NCCc3cc(OC)c(OC)cc32)S1
2.5%,Cc1ccc(/C(=N/Nc2nc3ccccc3s2)C2=C(O)c3ccccc3C2=O)cc1
-0.2%,Cc1ccc(NC(=O)C(=O)NCCN2CCN(C(=S)Nc3ccccc3)CC2)cc1
2.0%,COC(=O)c1c(C)oc2ccc(N(C(=O)Oc3ccccc3)S(=O)(=O)c3ccccc3)cc12
-9.2%[57.5 µM],NS(=O)(=O)c1ccc(CNC(=O)c2cc(-c3cccs3)nc3ccccc23)cc1
1.2%,Cc1ccc(-c2nnc3cccc(Cl)n23)cc1
6.6%,c1ccc(CNc2nc(-c3cccs3)nc3ccccc23)nc1
3.3%[57.5 µM],COc1cccc(C(=O)NN2C(=S)N(c3ccccc3)C(=O)C2CC(N)=O)c1 (configuration not stated)
13.7%,C/C(=N\NC(=O)c1cc(-c2cccs2)nc2ccccc12)c1ccccn1
-3.7%,Cn1cccc1Cc1nnc(SCC(=O)Nc2ccc(F)cc2)n1-c1ccc(F)cc1
-2.0%,CN(C)c1ccc(/C=C2/C(=O)Nc3ccccc32)cc1
6.9%,Cc1ccccc1NC(=O)/C(C#N)=C\c1cn(CC(=O)O)c2ccccc12
-6.9%,Cc1cccc(S(=O)(=O)Nc2ccc(-c3nc4ccc(C)cc4s3)cc2)c1
-0.9%[57.5 µM],Cc1cc(C(=O)N/N=C/c2ccncc2)c(C)o1
-14.0%,CN1CCN(C(=O)c2ccc3c(c2)OCCO3)CC1
-4.0%,COC(=O)C1=C(C)N(Cc2cccnc2)C(=O)C1
?,COc1ccc(N2CCN(C(=O)c3ccc(N(C)S(=O)(=O)c4ccc(C)cc4)cc3)CC2)cc1

Additional results follow:
ERK EGF inh,smiles
4.1%,Cc1noc(C)c1CSc1ccccc1C(=O)N1CCN(c2ccccc2)CC1
4.3%,Cc1ccccc1Cn1ccc(NC(=O)c2nn3cccnc3c2Cl)n1
3.0%,Cc1cccc(-c2c(O)cc(=O)[nH]c2Cl)c1
3.7%,CS(=O)(=O)c1ccc(S(=O)CC(=O)Oc2ccc(Cl)cc2)c([N+](=O)[O-])c1 (configuration not stated)
-0.7%[57.5 µM],OC(CNC1CCCC1)COCCOc1ccc(Br)cc1 (configuration not stated)
?,Cc1ccc(Cl)c(OCCCN(C)Cc2ccccc2)c1
2.8%[57.5 µM],CCOc1ccc2nc(NCCCNC(=O)c3cc(OC)c(OC)c(OC)c3)c(C#N)cc2c1
2.3%,COc1ccc(C(=O)NCC(=O)OCC(=O)N2CCc3ccccc32)cc1
-5.3%,COc1ccccc1C(=O)C1CCCN(C(=O)c2cccc(-n3cccn3)c2)C1 (configuration not stated)
-5.6%,O=C(O)CCCn1cc(NC(=O)c2ccc(F)cc2)cn1
6.5%,O=C(NCc1ccco1)c1ccc(C(F)(F)F)cc1
-11.9%,N#Cc1ccccc1NC(=O)Nc1ccccc1
5.9%,C=CCn1c(-c2ccccc2)cc(SC)c(C#N)c1=O
-2.3%[57.5 µM],CC(O)(c1ccccc1)C(c1ccccc1)C1CCCCN1 (configuration not stated)
-11.5%,Cc1csc(=NC(=O)c2ccccc2)n1C
6.6%,COC(=O)c1ccc2c(c1)N(C)CCS2
-8.8%[57.5 µM],CCOC(=O)N=Nc1c(O)n(CC(=O)OC)c2ccccc12
6.7%,Cc1ccc(C(=O)N/C(=C\c2ccccc2)C(=O)OCc2ccccc2)cc1
1.0%,COC(=O)Cc1csc(NC(=O)CSc2nnc3ccccn23)n1
2.7%,Cc1cc(NC(=O)CCC(=O)N(Cc2ccco2)C(C(=O)NCC2CCCO2)c2ccncc2)no1 (configuration not stated)
3.1%[57.5 µM],CC(=O)N(c1ccc(C)cc1)c1nc(C)cc(C)c1C#N
23.5%[57.5 µM],Fc1ccc(N2CCN(Cc3cn[nH]c3-c3ccccc3)CC2)cc1
?,Cc1cc(N/N=C/c2cccc(F)c2)nc(NCc2ccccc2)n1
9.6%,COc1ccc(OC(=O)CN2C(=O)C3C4CCC(C4)C3C2=O)cc1 (configuration not stated)
-1.1%,Cc1cc(F)c(F)c(C(=O)N2C(C)CCCC2C)c1Cl (configuration not stated)
13.7%[57.5 µM],COc1ccc(Nc2nc3ccccc3c(=O)[nH]2)cc1
-21.5%[57.5 µM],Cc1ccc(Nc2cc(C)c3ccc(O)cc3n2)cc1C
-0.5%,COc1ccc(C2C(C(=O)N3CCN(c4ccccn4)CC3)CCC(=O)N2c2cc(OC)c(OC)c(OC)c2)cc1 (configuration not stated)
?,COc1ccc(CCn2c(C)cc(C(=O)CSc3nnc(N)s3)c2C)cc1
-6.9%[57.5 µM],COc1ccc(COc2cccnc2N)cc1
1.3%,C=CCNCCCOc1ccc(C(C)(C)c2ccccc2)cc1
-4.2%[57.5 µM],O=C(CN1CCN(Cc2ccc(Cl)cc2)CC1)N/N=C/c1cccs1
3.4%,CNC(=O)c1csc(-c2ccc(Cl)cc2)n1
-11.7%,COc1ccc(CCNC(=O)CSCc2ccc([N+](=O)[O-])cc2)cc1
1.1%[57.5 µM],O=C(CN1CCOCC1)NN1CC(=O)N(c2ccc(Cl)cc2)CC1=O
-5.1%,CCNC(=O)COC(=O)c1ccc(-n2nc(C)cc2C)cc1
-6.0%,OCCNC(=S)NCCc1ccccc1
-6.1%,CC1CCN(c2nc(CN3CCCCC3)nc3scc(-c4ccccc4)c23)CC1
?,Cc1ccc(/C=C2\SC(=S)N(CC3CCCO3)C2=O)o1 (configuration not stated)
5.7%[57.5 µM],CCN(CC)CCC(c1cc(OC)c(OC)c(OC)c1)c1c(OC)cc(OC)c2c(C)cc(=O)oc12 (configuration not stated)
-4.8%,O=C(CSc1nnc(-c2ccccn2)n1Cc1ccccc1)N1CCOCC1
2.9%,Cc1ccc(N2CCN(C(=S)Nc3ccccc3)CC2)cc1
-9.7%[57.5 µM],CCCCc1ccc(S(=O)(=O)NC2CCS(=O)(=O)C2)cc1 (configuration not stated)
-4.7%,Cc1cccc(NC(=O)C(C)n2cc([N+](=O)[O-])cn2)n1 (configuration not stated)
2.7%,COc1ccc(NCC(=O)N2CCCC2)cc1Cl
2.4%,Cc1cc2cc(OCC(=O)O)ccc2n1C
-4.7%,CC1C(=O)CCC2[C@]1(C)CCC1[C@]2(C)CC[C@@]2(C)C3CC(C)(C)CC[C@]3(C)CC[C@@]12C (some centres not stated)
1.1%,O=S(=O)(NCCCN1CCOCC1)c1ccc2c(c1)OCCO2
1.8%,Cc1ccc(CN(C(=O)C(F)(F)F)C(C(=O)NC2CCCCC2)c2ccco2)cc1 (configuration not stated)
?,CC(C)CCN1CCN(Cc2cccc(C(F)(F)F)c2)CC1CCO (configuration not stated)
5.4%[57.5 µM],Cc1ccc(CC(=O)c2ccc(Cl)cc2)cc1
-4.9%,COC(=O)c1c(-c2cccc(C)c2)csc1NC(=O)C1CCCO1 (configuration not stated)

Screening data as filed in PubChem BioAssay.
